Screening data (PubChem BioAssay)
HCV inhibitor – inhibitors of hepatitis C virus infection; Potency, µM (top dose mostly 41.8 µM), for inactives: top-dose activity change, negative = inhibition, actives largely listed as inhibitors; Huh7.5.1 HCVcc-Cre infection, luciferase reporter, 44 h; 340,000 compounds, 3.4% hits
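Cells (1,000/well) were plated 4 h before compound, then infected with HCVcc-Cre virus (~0.5 moi). After 44 h further culture, infection was read as luciferase luminescence following a 15 min substrate incubation at room temperature.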
Pf growth 96h – P. falciparum growth inhibition at 96 hours; P. falciparum luciferase reporter growth, 96 h; Potency, µM (doses to about 28.7 µM), without a hit: at the highest dose activity change, negative = inhibition, usual class: inhibitors; AID 504834; 320,000 compounds, 6.9% hits
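Delayed-death screen, second-generation endpoint: infected erythrocytes, 2% hematocrit, 0.05% parasitemia final; 96 hours at 37 C, 5% CO2; luciferase detection reagent; luminescence decrease equals reduced growth.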
Pf growth 48h – inhibits P. falciparum growth in the first generation, 48 h | Potency, µM (doses to about 28.7 µM), for inactives: at the highest dose activity change, negative = inhibition, usual class: inhibitors | 310,000 compounds, 5.9% hits | P. falciparum luciferase growth in erythrocytes, 48 h
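Here the parasites carry a stable luciferase gene and grow inside erythrocytes in Albumax-based RPMI medium with compound for one erythrocytic cycle. Activity is scored as loss of luminescent signal.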
Tb PYK inh – T. brucei pyruvate kinase inhibition | Q57TT1 | TbPYK enzyme, Kinase-Glo Plus ATP luminescence, 45 min | Potency, µM (series often up to 76.8 µM), without a hit: top-dose activity, negative = inhibition, hits mostly inhibitors | 410,000 compounds, 0.12% hits; note: nearly all actives have a fitted effect of over 50% in size
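Screened from lowest to highest concentration, compounds were pinned into TbPYK/substrate mixtures, and ADP (130 uM final) was added. Plates sat at room temperature for 45 min prior to Kinase-Glo Plus detection by luminescence.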
Sm TGR block – inhibitors of Schistosoma mansoni thioredoxin glutathione reductase. Q962Y6. purified TGR, DTNB reduction, TNB absorbance 405 nm. Potency, µM (highest dose often 114 µM), for the others: top-dose activity change, negative = inhibition, most hits filed as inhibitors. 360,000 compounds, 3% hits. AID 485364; note: nearly all actives have a fitted effect of over 60% in size
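TGR 20 nM + NADPH 100 uM (dispensed conc.), cpd preinc 15 min RT; start with NADPH (500 uM addition) then DTNB (15 mM addition). Kinetic TNB absorbance, 405 nm filter. Four-parameter Hill fit across titration.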
LmPK inhibitor – inhibitors of Leishmania mexicana pyruvate kinase | 290,000 compounds, 0.37% hits | purified LmPK, Kinase-Glo ATP luminescence, 1 h | Potency, µM (series often up to 57.5 µM), for the others: at the highest dose activity change, negative = inhibition, hits mostly inhibitors | AID 1721
Target sequence (Q27686 whole entry, looked up): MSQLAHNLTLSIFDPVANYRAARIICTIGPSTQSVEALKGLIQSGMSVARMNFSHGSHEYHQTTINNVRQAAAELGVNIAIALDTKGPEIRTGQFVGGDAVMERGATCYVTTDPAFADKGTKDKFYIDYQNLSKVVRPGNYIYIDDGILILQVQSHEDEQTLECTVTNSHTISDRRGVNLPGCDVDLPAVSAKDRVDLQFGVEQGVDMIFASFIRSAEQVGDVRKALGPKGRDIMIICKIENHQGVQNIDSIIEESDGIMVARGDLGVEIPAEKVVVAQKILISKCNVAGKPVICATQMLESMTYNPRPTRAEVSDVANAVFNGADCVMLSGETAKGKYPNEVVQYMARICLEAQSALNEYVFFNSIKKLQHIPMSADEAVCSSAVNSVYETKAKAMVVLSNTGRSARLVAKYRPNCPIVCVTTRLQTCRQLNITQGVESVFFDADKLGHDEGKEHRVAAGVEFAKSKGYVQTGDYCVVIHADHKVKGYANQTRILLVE
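qHTS format; LmPK 0.1 nM; substrates PEP 0.5 mM and ADP 0.1 mM. One-hour room-temperature incubation, then coupled luciferase luminescence; 0.5 nM enzyme wells mark activation.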
The depositor's hits bear a star; ? = inconclusive; . = no result given; & = joins results of further samples; [ ] = dose if it differs, or a comment. Calls come from the whole dose curve; as a rule, active = well fitted curve in the direction sought with a large enough effect; inconclusive = small, poorly fitted or top-dose-only effect, or another doubt; inactive = no such curve, though single readings can be large; an effect the other way counts as inactive or inconclusive. % is set by controls: 0 for no effect and ±100 for the full control effect; potency is the fitted concentration of half-maximal effect.

SMILES	HCV inhibitor	Pf growth 96h	Pf growth 48h	Tb PYK inh	Sm TGR block	LmPK inhibitor
CCCCC(C(=O)NC(C)(C)C)N(Cc1ccccc1)C(=O)c1snc(C(N)=O)c1N (configuration not stated)	-3.8%	?	?	0.0%	-18.7%	1.2%
CC(C)OCCCNc1ncnc2c1[nH]c1ccc(F)cc12	12.6µM*	0.185µM*	?	1.7%	0.0%	-0.3%
CN1CCN(C(=O)C2=C[C@H](c3ccc(Br)cc3)C[C@H](OCCCCO)O2)CC1	15.1%	7.3%	14.9%	-5.4%	22.4µM*	3.1%
COc1ccc(C(C)=O)cc1COC(=O)c1cccc(N(C)C)c1	?	?	?	-1.7%	-22.0%	3.6%
Cc1cc(NC(=O)CCC2COc3ccccc3O2)no1 (configuration not stated)	-11.1%	?	-3.1%	-1.0%	-4.0%	-1.4%
COc1cc([N+](=O)[O-])cc2sc(NC(=O)C(C)(C)C)nc12	11.0%	-0.8%	-0.7%	-0.4%	.	-3.3%
COC(=O)C1=COC(C)C2CN3CCc4c([nH]c5ccccc45)C3CC12 (configuration not stated)	-69.2%	.	?	-15.8%	79.4µM*	-1.9%
CCOC(=O)C1=C(C)N=C2SCCC(=O)N2[C@@H]1/C=C/c1ccccc1	-29.2%	68.5%[activator]	-12.7%	-4.6%	8.9%	3.5%
COc1cc([C@@H]2CC=C(C(=O)O)[C@H](c3cccc(Cl)c3)N2S(=O)(=O)c2ccc(C)cc2)cc(OC)c1OC	12.9%	13.1µM*	?	0.9%	-24.9%	.
Cc1ccc(C(=O)Nc2nc(-c3ccco3)c(-c3ccco3)s2)o1	?	10.3%	?	-17.3%	4.47µM*	.

Brought forward from above: five compounds, followed by the next part.
SMILES	HCV inhibitor	Pf growth 96h	Pf growth 48h	Tb PYK inh	Sm TGR block	LmPK inhibitor
COc1cc([N+](=O)[O-])cc2sc(NC(=O)C(C)(C)C)nc12	11.0%	-0.8%	-0.7%	-0.4%	.	-3.3%
COC(=O)C1=COC(C)C2CN3CCc4c([nH]c5ccccc45)C3CC12 (configuration not stated)	-69.2%	.	?	-15.8%	79.4µM*	-1.9%
CCOC(=O)C1=C(C)N=C2SCCC(=O)N2[C@@H]1/C=C/c1ccccc1	-29.2%	68.5%[activator]	-12.7%	-4.6%	8.9%	3.5%
COc1cc([C@@H]2CC=C(C(=O)O)[C@H](c3cccc(Cl)c3)N2S(=O)(=O)c2ccc(C)cc2)cc(OC)c1OC	12.9%	13.1µM*	?	0.9%	-24.9%	.
Cc1ccc(C(=O)Nc2nc(-c3ccco3)c(-c3ccco3)s2)o1	?	10.3%	?	-17.3%	4.47µM*	.
Cc1ccc2c(c1)N(CCCC(=O)NCc1ccc3c(c1)OCO3)C(=O)CO2	-2.3%	-8.7%	32.0%[activator]	-4.7%	-12.8%	2.3%
Cc1cccc(NC(=O)c2nc[nH]c2C(=O)N[C@@H](Cc2ccccc2)C(=O)OCc2ccccc2)c1	-6.9%	?	?	-3.4%	4.0%	4.8%
Cc1ccc2c(c1)COc1c3ccc(C(=O)N[C@@H](C)CO)cc3nn1-2	?	20.8%	217.8%[activator]	3.7%	18.5%	-6.0%
COc1cccc(N2CCN(C(=O)c3ccc(CS(=O)c4ccc(C)cc4)o3)CC2)c1 (configuration not stated)	-3.4%	?	-10.3%	-2.6%	?	0.3%
Cc1cccc(CC(=O)c2c[nH]c3ccccc23)c1	-2.3%	-20.5%	-6.8%	3.2%	7.3%	0.6%
Cc1ccc(Cl)cc1NC(=O)CSc1sc2c(O)cc(=O)[nH]c2c1C#N	-0.2%	31.7%[activator]	1.3%	-21.8%	-2.0%	-4.3%
O=C(CSc1nc2ccc(Cl)cc2[nH]1)N1CCN(C(=O)c2ccco2)CC1	-14.9%	?	1.4%	?	50.1µM*	-4.4%
CC(OC(=O)c1cnc(Cl)c(Cl)c1)C(=O)NCc1ccccc1 (configuration not stated)	1.2%	1.9%	-18.1%	-2.1%	3.8%	.
CC(=O)Nc1cccc(NC(=O)CSc2nnc3ccc(-c4ccccn4)nn23)c1	0.6%[8.37 µM]	-0.4%	-3.8%	-9.8%	-12.6%	.
O=C(CN1CCc2ccccc2C1)Nc1cc(S(=O)(=O)N2CCOCC2)ccc1N1CCOCC1	-3.0%	13.1µM*	?	-10.3%	-10.9%	1.9%
Cc1ccccc1CC1(CO)CCCN(Cc2nc(-c3cccs3)oc2C)C1 (configuration not stated)	?	-18.4%	?	4.5%	-12.1%	7.7%
Cc1cccc(N2CCN(C(=O)c3cc(S(=O)(=O)N4CCOCC4)cn3C)CC2C)c1 (configuration not stated)	9.9%	18.7%	2.4%	0.0%	4.5%	3.3%
CS(=O)(=O)c1ccc2nc(NC(=O)C3CC(=O)N(c4ccccc4)C3)sc2c1 (configuration not stated)	-19.3%	?	9.8%	11.3%	-4.1%	-6.7%
NS(=O)(=O)c1cc2c(cc1Cl)NC(C1CC3C=CC1C3)NS2(=O)=O (configuration not stated)	15.3%	32.2%&50.9%	-7.9%&-6.3%	13.2%&0.0%	5.1%	.
Cc1nn(-c2ccccc2)c(Cl)c1C(=O)NCC(=O)O	11.1%	?	7.3%	4.4%	2.9%	4.0%
O=C(Nc1cnn(C23CC4CC(CC(C4)C2)C3)c1)c1cc(-c2ccccc2)on1	-29.2%	.	10.4µM*	0.5%	-7.9%	5.1%
CCOC(=O)C(=CNc1ccc(C#N)cc1)C(=O)OCC	-11.0%	-21.4%	-18.8%	-5.1%	0.0%	-1.0%
Cc1ccc(CNC(=O)Cn2c(=O)n(CC(=O)N3CCCCC3)c(=O)c3sccc32)cc1	-6.0%	11.5%	3.4%	0.1%	-1.7%	2.2%
CCCCc1nnc(NC(=O)c2oc3ccccc3c2C)s1	-10.2%	65.8%[activator]	31.5%[activator]	-3.5%	-0.2%	.
NS(=O)(=O)c1ccc(NC(=S)NCC2CCCO2)cc1 (configuration not stated)	-4.7%	?	8.2%	-19.1%	-17.1%	-0.9%
Cc1nn(C)c(NC(=O)c2ccc(Cl)cc2Cl)c1Br	7.7%	0.2%	-19.3%	0.0%	8.1%	1.0%
N/C(=N\OC(=O)c1ccc2ccccc2c1)c1cccc([N+](=O)[O-])c1	20.7%	?	-23.8%	-2.4%	0.7%	-1.4%
CC(=O)Nc1ccc2sc(C)nc2c1	11.9%	82.1%[activator]	31.6%	-0.6%	21.0%	3.1%
O=C(CCCOc1ccccc1)N1CCN(S(=O)(=O)c2cccs2)CC1	-4.5%	-22.9%	.	-7.7%	-3.6%	-1.5%
NC(N)=N/N=C/c1ccc(OCc2ccccc2)c(OCc2ccccc2)c1	?	?	0.522µM*	0.0%	10.9%	-1.8%
Cc1c(Cl)cccc1NC(=O)CC(C(=O)O)C1CCCO1 (configuration not stated)	?	.	20.7%	.	9.8%	0.8%
CCCN1CC23C=CC(O2)C(C(=O)O)C3C1=O (configuration not stated)	17.1%	-16.1%	10.2%	-4.9%	-2.0%	-0.2%
Cc1ccccc1-n1c(C)cc(/C=N/Nc2ccc([N+](=O)[O-])cn2)c1C	-26.6%	.	?	-0.2%	-26.5%	2.4%
COc1ccc(C2CC(c3ccccc3)=NN2C(=O)COC(=O)C2(C)CC2(Cl)Cl)cc1 (configuration not stated)	?	9.28µM*	?	-10.1%	-1.5%	-3.8%
CCn1c(Cc2ccc(OC)cc2)nnc1SCC(=O)N1CCN(c2ccccc2)CC1	?	?	.	0.6%	-13.7%	-0.5%
Cc1cc2oc(=O)cc(CN3CCN(Cc4ccccc4)CC3)c2cc1C	-11.3%	?	-7.8%	-3.4%	-32.9%	-1.1%
COC(=O)[C@@]1(Cc2ccc(F)cc2)[C@H]2c3cc(C(=O)N(C)C)n(Cc4c(CO)[nH]cc(C)c4=O)c3C[C@H]2CN1C(=O)c1ccccc1	2.8%[8.37 µM]	1.85µM*	1.31µM*	-1.2%	-16.8%	2.7%
Cc1cccc(OCC(=O)NCC(=O)N/N=C/c2c(C)[nH]c3ccccc23)c1	-14.9%	-9.1%	-13.2%	-3.5%	-2.9%	0.3%
CN(CC(=O)Nc1ccccc1Br)C(=O)CNC(=O)Cc1cccc2ccccc12	.	30.9%[activator]	10.8%	2.5%	5.1%	-5.6%
Cc1nnc(SCC(=O)N2CCc3ccccc32)s1	-6.1%	?	14.7%	-8.3%	-16.2%	-0.9%
Cc1cc2ccccn2c1C(=O)c1ccncc1	?	?	2.3%	-7.0%	5.2%	-2.8%
COc1ccc(N2C(=O)CCC(C(=O)NCc3cccnc3)C2c2ccc(OC)c(OC)c2)cc1 (configuration not stated)	2.1%	145.2%[activator]	.	4.1%	-1.9%	-6.7%
O=C(CN1C(=O)/C(=C/c2ccco2)SC1=S)NC1CCS(=O)(=O)C1 (configuration not stated)	5.3%	?	22.2%	-0.4%	20µM*	12.9%
O=C(NC1CCCCC1)C1COc2ccccc2O1 (configuration not stated)	12.4%	29.1%	-7.3%	-1.9%	28.2µM*	.
CCN(CC)c1ccc2cc(S(=O)(=O)c3ccc(C)cc3)c(=O)oc2c1	19.8%	?	?	-2.3%	-0.3%	-1.7%
CN(C)CCCN(C(=O)c1ccc(S(=O)(=O)N(C)Cc2ccccc2)cc1)c1nc2c(F)cccc2s1	-22.3%	-8.2%	-20.3%	-17.8%	-6.8%	0.1%
CC(OC(=O)c1cn(C)c2ccccc12)C(=O)N1CCCC1 (configuration not stated)	-1.3%	27.3%	8.0%	0.9%	-1.0%	.
COc1ccc(C2C(C#N)=C(N)N(c3sc4c(c3C#N)CCCC4)C3=C2C(=O)CC(C)(C)C3)cc1OC (configuration not stated)	?	5.22µM*	.	-1.7%	-22.6%	3.6%
COc1ccccc1CNC(=O)C(=O)NCC1OCCN1S(=O)(=O)c1ccc(Br)cc1 (configuration not stated)	?	?	?	-3.0%	-1.8%	-3.3%
Cc1c(C)c2c(OCC(=O)N3CCC(C(N)=O)CC3)cc3c(c2oc1=O)CCC(C)(C)O3	14.5%	?	?	0.0%	2.6%	-11.1%
COC(=O)CCCC(=O)N1CCC(CCC(=O)NCc2ccc(F)cc2)CC1	9.4%	14.7µM*	-19.2%	3.9%	13.9%	1.0%
CCOC(=O)c1[nH]c(C)c(C(=O)NC(C)CC)c1C (configuration not stated)	15.7%	-21.5%	.	-0.6%	-24.7%	12.0%
CCc1ccc(OCC(=O)NC(=S)Nc2ccc(C)cc2C)c(Br)c1	?	59.6%[activator]	56.0%[activator]	-4.6%	2.2%	-2.8%
Cc1ccc(-c2csc3ncn(CC(N)=O)c(=O)c23)cc1C	-22.5%	?	-8.6%	-5.9%	15.7%	-2.9%
COc1ccc(CCN2CN(S(=O)(=O)c3ccc(OC)cc3)c3nc4ccccc4nc32)cc1	-0.3%	?	?	8.5%	0.5%	7.1%
CC(=O)Nc1ccc(NC(=O)[C@@H](NC(=O)N2C[C@H]3C[C@@H](C2)c2cccc(=O)n2C3)C(C)C)cc1	20.3%	65.6%[activator]	45.5%[activator]	0.0%	-20.3%	-5.1%

Hits appear at their usual frequency. Share with any hit: about 16%.
